# bCat KO growth = primary screen for growth suppressors in beta-catenin knockout HCT116 cells (colon tumor, human). viability, % at 10 µM. AID 818, 2007. hit rate 1.5% among 140,000. HCT116 beta-catenin knockout viability, CellTiter-Glo, 60 h; active compounds read low;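 active means viability at or under a set limit, the compound median less 4 SD, cut at about 6% in these data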;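 further: 0% = Hyamine 1622 control at 20 µM and 100% = untreated cell control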
# MRP1 act = H69AR viability gain despite doxorubicin, primary screen, MRP-1 activator project, H69AR cells, CellTiter-Glo; viability rescue; viability increase, % at 10 µM; hit rate 0.61% among 140,000; AID 799, 2007;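 active means viability gain under doxorubicin at or above a set limit, the compound median plus 3 SD, cut at about 4.7% in these data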;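 further: MRP-1 overexpressing cells given doxorubicin 25 µM after compound pretreatment; 18-22 h compound pretreatment then 72 h with doxorubicin before readout; 0% = doxorubicin-only wells and 100% = vehicle-treated cells without doxorubicin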
# GALR2 blocker = GALR2 antagonists in receptor-expressing cells, primary screen | Galanin receptor type 2 (Homo sapiens), O43603 | antagonist mode | inhibition, % at 4 µM | hit rate 0.39% among 140,000 | AID 828, 2007; in the data active means inhibition above about 27%;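 further: cells stimulated with galanin 1-16 at roughly its EC80; 0% = agonist challenge control and 100% = basal control without agonist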
# Target sequence (O43603 whole entry, looked up): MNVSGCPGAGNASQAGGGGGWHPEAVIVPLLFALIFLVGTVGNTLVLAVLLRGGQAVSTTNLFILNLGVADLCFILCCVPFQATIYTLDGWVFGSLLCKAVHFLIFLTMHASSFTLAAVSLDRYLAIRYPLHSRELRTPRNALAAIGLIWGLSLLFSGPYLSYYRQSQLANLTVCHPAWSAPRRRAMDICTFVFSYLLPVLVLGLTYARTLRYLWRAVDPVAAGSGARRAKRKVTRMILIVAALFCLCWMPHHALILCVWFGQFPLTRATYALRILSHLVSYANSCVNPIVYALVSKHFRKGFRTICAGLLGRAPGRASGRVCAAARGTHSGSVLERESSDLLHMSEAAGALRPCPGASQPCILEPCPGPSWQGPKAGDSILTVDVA
# Yeast life ext = compounds extending yeast replicative lifespan, primary screen, S. cerevisiae, OD615; S. cerevisiae growth with nicotinamide; deaD strain in restrictive glucose medium; inhibition of the nicotinamide effect, % at 10 µM; hit rate 0.68% among 130,000;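 active means inhibition above a set limit, placed 3 SD over the median of all compounds, cut at about 26% in these data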;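 further: 0% = nicotinamide-treated wells and 100% = cells grown without nicotinamide; some compounds called inactive have numbers as strong as hits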
#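 Test system – modified budding yeast, DeaD strain · Compound – single dose 10 µM compound, 0.25% DMSO · Times – culture preincubation 4 h, compound exposure 48 h, both 30 °C · Detection – optical density (absorbance) at 615 nm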
# NPY Y2 blocker = NPY-Y2 receptor antagonists, primary screen, cell-based. Neuropeptide Y receptor type 2 (Homo sapiens), P49146. NPY-Y2 expressing cells, antagonist mode. inhibition, % at 2.7 µM. hit rate 0.99% among 140,000. AID 793, 2007; in the data active means inhibition above about 17%;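 further: 0% = vehicle with agonist challenge and 100% = reference antagonist with challenge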
# Target sequence (P49146 whole entry, looked up): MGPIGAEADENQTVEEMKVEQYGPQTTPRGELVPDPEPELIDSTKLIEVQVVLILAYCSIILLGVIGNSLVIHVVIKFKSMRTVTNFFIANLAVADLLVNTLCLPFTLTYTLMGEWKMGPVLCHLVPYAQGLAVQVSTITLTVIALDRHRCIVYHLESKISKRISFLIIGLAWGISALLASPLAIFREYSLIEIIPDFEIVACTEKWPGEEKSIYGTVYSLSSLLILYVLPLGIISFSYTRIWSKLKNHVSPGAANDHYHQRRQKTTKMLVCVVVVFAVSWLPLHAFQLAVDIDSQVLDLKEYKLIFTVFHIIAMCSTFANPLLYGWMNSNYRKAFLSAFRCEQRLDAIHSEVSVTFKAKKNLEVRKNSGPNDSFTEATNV
# E-sel TNF inh = E-selectin induction blockers in HUVEC – imaging, immunofluorescence, high content, primary screen | HUVEC TNFa-induced E-selectin immunofluorescence | hit rate 0.71% among 120,000 | inhibition, % at 2 µM;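 active means inhibition above the batch mean plus 3 SD, and confirmed as a hit on visual image review, cut at about 43% in these data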;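 further: 0% = TNF-stimulated DMSO wells and 100% = unstimulated control wells; not every result past the cut was called active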
# Measles CPE = compounds protecting cells from measles virus cytopathic effect, primary screen, measles RdRp inhibitor project, single point, MLSMR library, absorbance. Measles virus-infected cells, CPE protection. protection (pct of control), % at 4 µM. hit rate 1.5% among 140,000. AID 841, 2007; in the data active means protection mostly above about 24%, no sharp cut-off; inactive means mostly below about 26%; further: some compounds called inactive have numbers as strong as hits
# Phagocyt inh = inhibitors of macrophage phagocytosis, primary screen, imaging, J774A.1 cells, IgG beads; AID 1029, 2008; J774A.1 macrophage IgG-bead phagocytosis; hit rate 0.07% among 110,000; inhibition, % at 5 µM;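 active means inhibition above the mean of the plate negative controls plus 5 SD, cut at about 13% in these data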;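 further: phagocytic index as fraction of beads internalized from green versus red external bead signal; plate controls were DMSO negative control for no effect and cytochalasin-D positive control for full effect; some results beyond the cut were filed as inactive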
# Yeast growth inh = growth inhibitors of yeast BB579 in restrictive medium, primary screen, yeast lifespan-shortening project, S. cerevisiae; OD615, 48 h; inhibition, % at 10 µM; hit rate 0.51% among 140,000;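 active means inhibition above a set limit, 3 SD over the mean compound inhibition, cut at about 44% in these data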; further: inactives centre near -24
#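 System: DeaD yeast strain BB579; buffer or medium: CSMM-D dextrose restrictive medium; technique: OD at 615 nm; schedule: 4 h cell preincubation, 48 h compound exposure, 30 °C humidified; doses: single 10 µM dose; controls: amphotericin B 10 µg/mL, positive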
# HCT116 PTEN-null = growth suppression of PTEN-null HCT116, primary screen, cell-based, CellTiter-Glo. HCT116 PTEN-null viability, 60 h; active compounds read low. viability, % at 10 µM. hit rate 1.2% among 140,000;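 active means viability at or below a set limit, 4 SD under the median of all tested compounds, cut at about 3.7% in these data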;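 further: PTEN knockout HCT116 line with beta catenin targeted HCT116 as companion control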
# * hit, by the source's call; x = not tested or not shown. This is a random part of the collection (roughly 6.1% active in at least one column).
Compound	Yeast growth inh	Phagocyt inh	GALR2 blocker	Yeast life ext	MRP1 act	E-sel TNF inh	bCat KO growth	HCT116 PTEN-null	NPY Y2 blocker	Measles CPE
CC(=O)Nn1cnc2c(c1=O)C1(CCCCC1)Cc1ccccc1-2	-25.6	-0.3	2.3	-0.5	0.1	16.2	91.3	91.9	5.6	18.6
Cc1ccc(N2C(=O)C3C(C2=O)N2C(c4cccs4)C4C(=O)N(c5ccc(C)cc5)C(=O)C4N2C3c2cccs2)cc1 (centres undefined)	-11.2	x	-4.2	1.4	-0.5	9.0	88.5	104.9	0.0	9.9
COc1cc2cc(C(c3nnnn3C(C)(C)C)N3CCc4ccccc4C3)c(=O)[nH]c2cc1OC (centres undefined)	13.2	-1.6	3.0	-25.4	-5.5	11.1	49.6	54.5	-1.6	6.1
O=C(CSc1ccc2nnc(-c3ccccn3)n2n1)N1CCN(c2ccccc2)CC1	5.4	0.1	7.0	-4.0	-1.0	x	90.8	93.1	1.1	6.0
CCOc1ccc(N2Cc3ncccc3C2=O)cc1	-40.9	x	-1.9	-28.2	1.4	x	92.7	96.9	2.0	8.8
Cn1cccc1C(=O)NC(=O)COC(=O)Cc1coc2ccc3ccccc3c12	-46.9	-1.0	0.6	-21.4	-2.5	x	77.4	92.6	7.3	6.0
CCOc1cccc(N2C(=O)CC(NCc3ccc(S(N)(=O)=O)cc3)C2=O)c1 (centres undefined)	-42.5	0.0	2.5	-1.4	1.1	x	97.6	105.3	-0.5	3.5
CCOC(=O)c1cc(-c2ccccc2)sc1NC(=O)CC	-18.9	-18.1	6.0	0.1	-1.0	x	86.1	95.2	21.5*	8.9
COC(=O)c1c(NC(=O)c2nc3ccccc3s2)sc2c1CCN(C(C)=O)C2	-29.8	-0.9	-1.6	-0.8	-5.0	3.2	89.7	71.7	5.0	18.2
NC(=O)C[C@@H]1NC(=O)CNC(=O)c2cc([N+](=O)[O-])cc(I)c2NCCC(C(N)=O)NC1=O (some centres undefined)	1.1	x	-4.8	8.7	0.5	5.2	85.0	95.2	-2.7	4.6
Cc1nnc(SCc2cc(=O)oc3cc(O)ccc23)n1Cc1ccccc1	-25.7	-10.9	-3.1	-1.6	-1.9	x	88.9	86.8	6.7	7.2
NC(=O)c1ccccc1N/C=C/C(=O)c1ccco1	-5.7	-0.9	7.0	-30.9	-3.4	2.7	63.5	70.7	0.8	9.5
COc1cc(C(C(=O)NC(C)(C)C)N(C(=O)CNC(=O)c2cccs2)c2ccccc2)cc(OC)c1OC (centres undefined)	-60.1	-0.2	-6.7	-11.6	-0.9	9.2	86.8	106.8	2.4	13.7
Cc1ccc(N(O)C(=O)OCCNC(=O)Nc2ccccc2)cc1	-6.6	0.1	-1.8	-7.9	-1.9	7.2	92.1	89.7	2.7	7.3
O=C(c1ccco1)N1CCN(c2ccc(Cl)cc2)CC1	-73.3	-1.5	0.7	-11.8	1.0	-0.5	102.1	103.0	1.1	x
CCCCCCc1nnc(NC(=O)OCC)s1	-56.8	-0.3	3.0	-14.0	-1.1	10.7	95.8	94.4	5.0	8.0
CCn1c(SCC(=O)Nc2nc(C)cs2)nnc1-c1ccco1	-67.0	x	4.0	-12.9	-0.6	-5.7	90.0	107.6	3.1	9.7
CC(=O)Nc1ccccc1C(=O)C(=O)Nc1ccc(F)cc1	-9.0	x	-17.3	-8.4	0.9	-0.3	88.6	93.0	1.3	6.4
O=C(c1ccccc1)c1ccncc1	-67.7	9.1	-23.8	2.2	0.3	3.1	102.3	109.6	7.0	27.9
COc1ccc(NCCNc2ccc(OC)cc2)cc1	-55.3	x	1.4	-6.0	-3.2	-12.2	62.0	57.4	5.5	7.8
Cc1ccc(NC(=O)c2cccc(NC(=O)/C=C/c3ccco3)c2)cc1C	-12.9	-3.8	9.3	-5.8	-1.1	x	51.3	51.9	0.4	5.9
COCc1[nH][nH]c(=O)c1C=Nc1ccccc1	-15.3	-0.4	9.0	0.7	-2.0	19.9	92.9	96.1	2.6	8.3
O=C(NC1=NCCS1)c1csc2ccccc12	6.6	-2.9	3.0	-16.9	-1.1	-17.5	77.6	83.8	-0.8	5.4
CC(=O)Oc1oc(-c2ccccc2)nc1/C=N/c1ccccn1	-6.5	1.2	6.8	-7.9	0.5	x	101.4	110.4	1.8	5.0
O=c1[nH]c(CSc2nnc(-c3ccccc3)n2-c2ccccc2)nc2ccccc12	5.7	-1.4	-11.1	-2.6	-1.5	5.7	83.7	83.9	2.1	27.9*
Cc1ccc(C)c(NC(=O)C(Sc2nnc(-c3cccs3)o2)c2ccccc2)c1 (centres undefined)	-10.8	-4.2	0.4	-5.2	-3.2	x	84.0	86.2	1.0	9.0
Cc1c(C2Nc3ccccc3C(=O)N2O)cnn1C (centres undefined)	-22.2	x	-6.9	x	-0.6	20.9	93.9	87.2	1.9	2.8
N/C(=N\O)C1COc2ccccc2O1 (centres undefined)	-33.4	-5.1	3.2	-9.7	-1.1	55.2	113.6	103.1	-1.7	21.4
COc1ccc(C(=O)OCc2cc3cccc(C)c3[nH]c2=O)cc1	-44.3	-0.5	-2.6	-8.4	-1.6	x	80.8	102.1	-0.8	26.2
COc1cc(S(=O)(=O)N2CCOCC2)ccc1NC(=O)COC(=O)C12CC3CC(CC(C3)C1)C2	-36.2	x	-2.9	-4.4	-0.2	27.9	81.1	87.8	1.3	5.8
Cc1nc2sc(C(c3ccc(F)cc3)N3CCOCC3)c(O)n2n1 (centres undefined)	14.2	x	-5.4	-2.3	0.2	x	93.5	97.9	2.3	11.5
O=C(NCC(c1cccs1)N1CCOCC1)c1ccc(Br)o1 (centres undefined)	-38.0	-1.4	3.1	-4.3	-3.4	-35.6	14.9	18.7	3.8	2.3
CC(C)NC(=O)c1ccccc1NC(=O)CS(=O)(=O)Cc1ccccc1	-57.6	1.2	-6.1	-2.7	-0.9	3.6	93.9	105.2	4.9	26.8
CCOC(=O)c1cnc(SC)nc1Sc1ccccc1Cl	-24.8	0.3	4.0	-12.3	-1.0	-3.8	86.1	96.4	6.0	38.6
CCCCCn1c(CNC(=O)CC)nc2ccccc21	-12.7	-1.7	-12.0	-1.3	-3.3	-17.5	97.5	93.8	1.9	11.3
Clc1cccc(NCc2nnc(SCc3ccccc3)o2)c1	-51.2	0.0	13.7	-12.3	1.0	x	97.8	103.0	4.3	19.1
CCCCOC(=O)c1ccc(OC(=O)c2cccnc2)cc1	-12.5	1.7	5.0	-17.7	-0.6	21.5	104.6	103.4	-1.3	27.1
Clc1ccc(OCCCn2ccnc2)c(Br)c1	-12.5	-7.0	-2.3	10.8	-0.8	19.4	68.9	80.0	3.5	4.2
COc1cc2c(cc1OC)CN(C(=O)COc1ccc(C)c(C)c1)CC2	6.5	4.4	-6.6	-11.9	0.1	10.3	76.3	84.8	2.3	6.2
CCOC(=O)c1c(-c2ccccc2)nnn1-c1nc(OC)nc(N2CCOCC2)n1	0.9	-2.8	0.7	5.6	-1.5	-5.4	95.7	92.4	2.4	5.8

# Profiles, quoted from the list:
# CC(C)NC(=O)c1ccccc1NC(=O)CS(=O)(=O)Cc1ccccc1 as listed: Yeast growth inh = -57.6; Phagocyt inh = 1.2; GALR2 blocker = -6.1; Yeast life ext = -2.7; MRP1 act = -0.9; E-sel TNF inh = 3.6; bCat KO growth = 93.9; HCT116 PTEN-null = 105.2; NPY Y2 blocker = 4.9; Measles CPE = 26.8
# COc1cc2c(cc1OC)CN(C(=O)COc1ccc(C)c(C)c1)CC2 as listed: Yeast growth inh = 6.5; Phagocyt inh = 4.4; GALR2 blocker = -6.6; Yeast life ext = -11.9; MRP1 act = 0.1; E-sel TNF inh = 10.3; bCat KO growth = 76.3; HCT116 PTEN-null = 84.8; NPY Y2 blocker = 2.3; Measles CPE = 6.2

# More compounds:
Compound	Yeast growth inh	Phagocyt inh	GALR2 blocker	Yeast life ext	MRP1 act	E-sel TNF inh	bCat KO growth	HCT116 PTEN-null	NPY Y2 blocker	Measles CPE
CCc1ccccc1NC(=O)/C(C#N)=C/c1ccc(Sc2ccccc2)o1	-30.2	-3.8	6.8	2.4	-1.1	x	82.9	72.0	10.3	11.8
COc1cccc2[nH]c3c(N4CCN(Cc5ccc6c(c5)OCO6)CC4)ncnc3c12	-91.9	1.1	5.4	-13.6	-2.2	x	71.5	69.6	1.8	10.1
O=C(NCc1nnc(SCC(=O)N2CCCC2)o1)c1ccccc1F	-18.2	x	-3.7	-14.5	-0.8	-4.5	98.5	87.2	1.1	22.4
CCOc1ccc(-n2nc(C(=O)N3CCN(CC)CC3)c3ccccc3c2=O)cc1	-28.3	x	1.2	x	-1.6	65.6*	94.5	97.0	-0.2	6.5
Nc1ccc2oc(-c3cccc4ccccc34)nc2c1	-21.7	-1.6	14.0	-9.1	-4.6	-7.8	86.9	85.5	-0.9	2.7
CCOC(=O)c1c(C)[nH]c(C(=O)COC(=O)CNC(=O)c2ccc(Cl)cc2Cl)c1C	-38.7	9.3	7.5	2.9	-0.4	x	92.7	100.3	3.6	7.4
Cn1c(=O)c2c(-c3ccc(C(C)(C)C)cc3)n(N3CCOCC3)cc2n(C)c1=O	-14.0	0.4	4.8	-10.2	-2.3	-1.1	38.0	75.2	2.0	2.8
CCCc1cc(C(=O)NCc2ccc(OC)cc2)no1	-87.5	-0.5	-2.4	-9.8	-0.6	x	98.4	106.0	3.9	12.3
Cc1ccc(-n2c(=O)c(C#N)cc3c(=O)n4cccc(C)c4nc32)cc1	-65.1	0.2	-9.9	6.4	-0.9	-5.7	91.5	96.9	-1.2	21.3
CCc1ccccc1N1CC(C(=O)O)CC1=O (centres undefined)	7.9	-1.5	7.0	0.5	-1.4	-27.6	94.9	91.5	-1.4	4.7
O=C(NCCc1ccccc1)C1CCCN(S(=O)(=O)c2cccs2)C1 (centres undefined)	-28.5	-0.2	-0.1	-4.3	-2.3	x	92.5	93.5	1.6	21.7
CC1CCC2C(=O)N(c3cccc(OS(=O)(=O)c4ccccc4)c3)C(=O)C2C1 (centres undefined)	-7.3	x	8.9	0.0	0.3	5.9	87.8	94.5	2.9	26.6
CCCCNC(=O)CN(C1CCCCC1)S(C)(=O)=O	-13.6	-1.3	10.7	-8.9	-0.1	-6.9	95.7	100.0	1.4	7.8
O=C(COc1ccccc1Cl)Nn1cnnc1	-21.1	0.0	2.8	-27.1	-1.9	10.5	92.1	102.6	4.0	5.0
Cc1cc(NC(=O)c2cc(C3CC3)on2)n(-c2ccccc2)n1	-28.3	-0.2	3.5	-12.9	0.1	x	102.4	94.7	3.7	7.6
O=C(Nc1ccc(-c2nc3ccccc3o2)cc1)c1cc(-n2cnnc2)ccc1Cl	-12.8	x	3.6	x	1.1	-1.6	40.5	40.8	3.0	23.6

# Screening data deposited in PubChem by several laboratories.
